Source: PubChem
Yeast lifespan up – extends the lifespan of yeast | S. cerevisiae growth with nicotinamide, OD615; deaD strain in restrictive glucose medium | inhibition of the nicotinamide effect, % at 10 µM | 0.68% of 130,000 active;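 active means inhibition above a set limit, placed 3 SD over the median of all compounds, cut at about 26% in these data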;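 further: 0% = nicotinamide-treated wells and 100% = cells grown without nicotinamide; some compounds called inactive have numbers as strong as hits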
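Assay system: DeaD-strain S. cerevisiae. Medium: CSMM-D glucose medium, restrictive. Reagent: nicotinamide, 1.5 mM, co-present with compound. Compound: 10 µM single point, 0.25% DMSO. Schedule: culture preincubation 4 h, compound exposure 48 h, both 30 °C. Detection: absorbance at 615 nm.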
Yeast growth inh – chemicals that inhibit yeast BB579 growth in restrictive medium (lifespan-shortening candidates). S. cerevisiae BB579 growth, OD615, 48 h. inhibition, % at 10 µM. 0.51% of 140,000 active. AID 804;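 active means inhibition above a set limit, 3 SD over the mean compound inhibition, cut at about 44% in these data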; further: inactives centre near -24
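Assay system – yeast BB579 (DeaD) · Dosing – single compound dose of 10 µM, 0.25% DMSO final · Detection – OD615 turbidity measurement · Buffer or medium – CSMM-D restrictive synthetic medium containing dextrose (glucose) · Benchmarks – positive control amphotericin B 10 µg/mL · Incubation – 48 h exposure, 30 °C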
GALR2 blocker – antagonists of human galanin receptor 2 (GALR2) | GALR2-expressing cells, antagonist mode | AID 828 | inhibition, % at 4 µM | O43603 | 0.39% of 140,000 active; in the data active means inhibition above about 27%;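 further: cells stimulated with galanin 1-16 at roughly its EC80; 0% = agonist challenge control and 100% = basal control without agonist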
Target sequence (O43603 whole entry, looked up): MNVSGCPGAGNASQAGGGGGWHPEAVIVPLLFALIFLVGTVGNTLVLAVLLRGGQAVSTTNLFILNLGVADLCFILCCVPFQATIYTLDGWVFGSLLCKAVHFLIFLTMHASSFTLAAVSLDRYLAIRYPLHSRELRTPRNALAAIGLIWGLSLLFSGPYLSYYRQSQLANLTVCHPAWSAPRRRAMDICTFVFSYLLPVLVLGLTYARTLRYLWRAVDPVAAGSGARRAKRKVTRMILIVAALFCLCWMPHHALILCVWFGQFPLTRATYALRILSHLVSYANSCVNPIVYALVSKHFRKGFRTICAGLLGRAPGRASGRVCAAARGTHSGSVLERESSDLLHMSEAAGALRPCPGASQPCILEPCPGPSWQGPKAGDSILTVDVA
bCat KO growth – beta-catenin-lacking colon tumor cell growth suppression. 1.5% of 140,000 active. HCT116 beta-catenin knockout viability, CellTiter-Glo, 60 h; hits give low values. AID 818. viability, % at 10 µM;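 active means viability at or under a set limit, the compound median less 4 SD, cut at about 6% in these data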;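 further: 0% = Hyamine 1622 control at 20 µM and 100% = untreated cell control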
Measles CPE – protection of cells from measles virus | Measles virus-infected cells, CPE protection, absorbance | 1.5% of 140,000 active | protection (pct of control), % at 4 µM | AID 841; in the data active means protection mostly above about 24%, no sharp cut-off; inactive means mostly below about 26%; further: some compounds called inactive have numbers as strong as hits
E-sel TNF inh – blocks E-selectin expression induced by TNF alpha | 0.71% of 120,000 active | HUVEC TNFa-induced E-selectin immunofluorescence, high content | inhibition, % at 2 µM | AID 1246;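 active means inhibition above the batch mean plus 3 SD, and confirmed as a hit on visual image review, cut at about 43% in these data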;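 further: 0% = TNF-stimulated DMSO wells and 100% = unstimulated control wells; not every result past the cut was called active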
MRP-1 activ – MRP-1 activation; 0.61% of 140,000 active; H69AR cells + doxorubicin, viability rescue, CellTiter-Glo; viability increase, % at 10 µM;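 active means viability gain under doxorubicin at or above a set limit, the compound median plus 3 SD, cut at about 4.7% in these data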;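 further: MRP-1 overexpressing cells given doxorubicin 25 µM after compound pretreatment; 18-22 h compound pretreatment then 72 h with doxorubicin before readout; 0% = doxorubicin-only wells and 100% = vehicle-treated cells without doxorubicin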
Phagocyt inh – blocks phagocytosis by macrophages; J774A.1 macrophage IgG-bead phagocytosis, imaging; 0.07% of 110,000 active; inhibition, % at 5 µM;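 active means inhibition above the mean of the plate negative controls plus 5 SD, cut at about 13% in these data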;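 further: phagocytic index as fraction of beads internalized from green versus red external bead signal; plate controls were DMSO negative control for no effect and cytochalasin-D positive control for full effect; some results beyond the cut were filed as inactive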
NPY-Y2 antag – NPY-Y2 (human) receptor antagonism | 0.99% of 140,000 active | NPY-Y2 expressing cells, antagonist mode | inhibition, % at 2.7 µM | P49146 | AID 793; in the data active means inhibition above about 17%;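 further: 0% = vehicle with agonist challenge and 100% = reference antagonist with challenge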
Target sequence (P49146 whole entry, looked up): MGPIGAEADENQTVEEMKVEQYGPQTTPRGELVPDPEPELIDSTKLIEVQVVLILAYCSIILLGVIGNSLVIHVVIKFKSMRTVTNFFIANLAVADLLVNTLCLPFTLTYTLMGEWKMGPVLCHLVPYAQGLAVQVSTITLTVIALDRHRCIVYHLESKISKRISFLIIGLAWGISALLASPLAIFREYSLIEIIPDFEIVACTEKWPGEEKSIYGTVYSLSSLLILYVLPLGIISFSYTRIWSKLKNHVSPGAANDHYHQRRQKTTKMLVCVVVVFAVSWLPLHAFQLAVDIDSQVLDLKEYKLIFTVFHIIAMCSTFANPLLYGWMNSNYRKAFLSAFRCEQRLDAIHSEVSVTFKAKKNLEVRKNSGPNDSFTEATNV
PTEN del growth – growth suppressors of cells with PTEN tumor suppressor deletion. HCT116 PTEN-null viability, CellTiter-Glo, 60 h; hits give low values. viability, % at 10 µM. 1.2% of 140,000 active. AID 827;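 active means viability at or below a set limit, 4 SD under the median of all tested compounds, cut at about 3.7% in these data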;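 further: PTEN knockout HCT116 line with beta catenin targeted HCT116 as companion control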
Active calls of the source: *; . = not tested or not shown; & = joins results of further samples. No enrichment for hits; 6.3% or so of the library scored in one or more.

Order of results: Yeast lifespan up | Yeast growth inh | GALR2 blocker | bCat KO growth | Measles CPE | E-sel TNF inh | MRP-1 activ | Phagocyt inh | NPY-Y2 antag | PTEN del growth
1. C=CCn1c(SCC(=O)NCC2CCCO2)nnc1C1CCCCC1 (centres undefined)
    1.3 | -39.6 | -3.3 | 89.0 | 7.7 | -22.4 | -3.6 | 0.0 | 0.4 | 87.7
2. O=C1CN(C(=O)c2cc3ccccc3oc2=O)C(c2ccc(F)cc2)c2cc(F)ccc2N1 (centres undefined)
    -4.7 | 6.2 | -2.5 | 83.1 | 7.8 | 16.9 | -0.5 | . | 2.4 | 87.7
3. CC(=O)Oc1ccc2ccccc2c1C(NC(=O)C(C)C)c1cccc([N+](=O)[O-])c1 (centres undefined)
    -1.4 | -31.2 | -1.6 | 72.0 | 9.3 | 1.1 | -0.1 | 2.9 | 6.4 | 62.8
4. CC1CC(C)CN(c2ccc([N+](=O)[O-])cc2-c2nn[nH]n2)C1 (centres undefined)
    1.1 | 4.8 | 0.5 | 97.0 | 1.2 | . | -1.6 | 1.2 | 6.2 | 95.1
5. COc1cccc(-n2c(SCC(=O)N3c4ccccc4CC3C)nnc2-c2ccco2)c1 (centres undefined)
    -8.2 | -17.9 | -1.5 | 95.2 | 0.6 | -6.9 | -1.2 | 1.7 | 9.5 | 83.2
6. COc1ccc2nc(NC(=O)C3CCN(S(=O)(=O)c4cccnc4)CC3)sc2c1
    -8.6 | -21.4 | -25.8 | 88.5 | 3.7 | 12.6 | 0.2 | . | -3.5 | 91.3
7. O=C(Nc1cccc2nsnc12)c1cccs1
    -13.5&-27.4 | -42.6&-39.8 | 12.5&13.5 | 99.3&88.8 | 3.2&11.7 | -5.0 | -1.3&-4.0 | -3.1 | -0.5&0.2 | 76.3&89.0
8. CCOC(=O)C(CC)n1cnc2sc3c(c2c1=O)CCC3 (centres undefined)
    -7.0 | -55.2 | 4.4 | 83.1 | 3.8 | 5.1 | -2.0 | . | 2.8 | 91.0
9. Cc1ccc(CN2C(=O)/C(=C\c3ccc(C(=O)NCc4cccnc4)cc3)Oc3ccccc32)cc1
    -7.1 | -12.5 | -2.0 | 69.8 | 16.1 | . | -5.4 | -9.0 | 1.9 | 63.3
10. Cc1nc(C)c(CCNC(=O)c2cccc(Cl)c2)s1
    -8.7 | -4.0 | 8.3 | 93.1 | 3.9 | . | 1.2 | -10.0 | 1.5 | 108.2
11. CCC1Oc2ccc(C)cc2N(CC(=O)NCc2cccc(OC)c2)C1=O (centres undefined)
    -2.2 | -36.4 | -5.6 | 95.0 | 7.4 | 22.5 | -2.3 | . | 14.7 | 84.3
12. CC1Cn2c(nnc2-c2cccc(N)c2)S1 (centres undefined)
    -1.3 | -35.5 | 6.4 | 97.0 | 14.8 | -1.4 | -0.7 | -0.5 | 1.4 | 102.3
13. CCN(CC)CCOCCOc1cc(C)c(Cl)c(C)c1
    -8.0 | -18.9 | -1.5 | 76.4 | 19.9 | 8.3 | -5.2 | . | 3.5 | 72.5
14. O=C(COc1ccc(Cl)cc1Cl)NCCCN1CCOCC1
    -9.6 | -44.6 | -6.0 | 102.1 | 5.4 | . | -0.5 | -0.5 | 3.7 | 98.2
15. CN(CCOC(=O)/C=C/c1ccccc1)C(C)(C)C
    0.2 | 6.4 | 1.4 | 98.3 | 18.8 | . | -1.4 | -8.1 | 4.8 | 99.7
16. Cc1onc(-c2ccccc2)c1C(=O)OCC(=O)Nc1ccc2c(c1)OCO2
    -0.3 | -24.9 | 2.5 | 78.3 | 3.5 | -1.8 | 1.9 | 0.1 | 4.3 | 93.8
17. COc1ccc(OC(=O)CCCN2C(=O)c3ccccc3C2=O)cc1
    -13.8 | -54.8 | 11.2 | 96.8 | 8.3 | 2.6 | -0.1 | . | 4.0 | 109.6
18. CSc1ncc(Cl)c(C(=O)Nc2cccc(C)c2)n1
    -6.7 | -36.9 | 14.2 | 94.4 | 4.4 | . | -0.9 | -4.3 | 4.7 | 78.4
19. Cc1ccc(S(=O)(=O)NC2=NCCCCC2)cc1
    4.0 | -2.6 | -5.7 | 98.9 | 21.1 | 0.5 | -0.7 | -3.8 | 3.7 | 93.6
20. CCOC(=O)C1CCN(S(=O)(=O)c2cn(C)c(=O)n(C)c2=O)CC1
    -2.7 | -30.4 | 3.2 | 93.3 | 11.1 | -29.6 | -1.4 | -0.2 | 0.1 | 114.2
21. Cc1cc(NC(=O)CCCS(=O)(=O)c2nc(-c3cccs3)cc(C(F)(F)F)n2)no1
    2.6 | -41.0 | 25.8 | 6.7 | 0.3 | . | -6.6 | 0.5 | 4.0 | 3.3*
22. CC(=O)c1sc2ccccc2c1OC(=O)c1ccco1
    16.5 | -19.2 | 3.1 | 62.5 | 3.1 | . | -2.2 | -0.3 | -0.1 | 76.5
23. COc1ccc(C2(CNC(=O)c3ccco3)CCOCC2)cc1
    -14.7 | -33.8 | -7.3 | 82.1 | 16.6 | 14.3 | -2.7 | . | 1.6 | 95.3
24. CC(C)(C)n1ncc2c(=O)n(CC(=O)NC3CCCCC3)cnc21
    -7.9 | -25.2 | 13.3 | 96.8 | 5.2 | 7.8 | -2.1 | -4.4 | 3.2 | 99.1
25. COC(=O)CCc1sc(NC2CCCCC2)nc1-c1ccc(OC)cc1
    6.5 | -3.5 | -8.2 | 90.3 | 30.4 | . | -4.2 | -0.9 | 2.2 | 95.0
26. CN(C1CCCCC1)S(=O)(=O)c1ccc(Cl)c(C(=O)O)c1
    -15.4 | -32.5 | 6.6 | 82.6 | 8.2 | -18.6 | -1.4 | 0.0 | 1.8 | 85.8
27. CC(C)C(=O)NC(NCC1CCCO1)C(Cl)(Cl)Cl (centres undefined)
    -3.7 | -35.5 | 1.3 | 65.8 | 1.7 | -55.4 | -1.1 | -0.5 | 1.5 | 80.8
28. CCc1nnc(NS(=O)(=O)c2ccc(N3C(=O)C4CC=C(Cl)CC4C3=O)cc2)s1 (centres undefined)
    -15.0 | -15.8 | 3.4 | 117.9 | 2.9 | -14.7 | 2.0 | -0.5 | -2.8 | 95.6
29. O=C(NC1(C(F)(F)F)N=C(c2ccccc2)NC1=O)c1ccccc1F (centres undefined)
    -1.3 | -7.8 | 4.2 | 92.6 | 22.1 | . | 1.4 | 5.0 | 1.3 | 95.7
30. CCOC(=O)CC(NC(=O)c1cc2cccc(OC)c2oc1=O)c1cccc([N+](=O)[O-])c1 (centres undefined)
    0.6 | -58.7 | -15.1 | 97.3 | 4.4 | . | -2.0 | -2.5 | 3.5 | 79.0
31. Cc1noc(/C=C/N(C)C)c1S(=O)(=O)N1CCCC(C(=O)NCc2cccs2)C1 (centres undefined)
    -5.3 | -8.4 | 11.9 | 81.7 | 18.2 | 27.1 | 10.1* | -0.5 | 0.3 | 83.8
32. O=C(c1ccc(F)cc1)N1C2CCC1CC(O)(c1ccccc1F)C2 (centres undefined)
    -10.3 | -32.1 | 1.3 | 79.2 | 6.4 | . | -0.8 | -0.7 | 2.7 | 87.8
33. O=C(Nc1cccnc1)c1ccc(NC(=O)c2ccco2)cc1
    -12.7 | -18.7 | 2.6 | 100.8 | 23.8 | -9.2 | -1.1 | 8.7 | 1.9 | 106.9
34. COc1ccc(-c2nc(CS(=O)CC(=O)NCc3ccco3)c(C)o2)cc1OC (centres undefined)
    -6.1 | 37.6 | -8.5 | 78.7 | 7.9 | 6.8 | -2.4 | -0.7 | 5.0 | 83.0
35. COC(=O)CNc1nc(-c2cccnc2)nc2ccccc12
    -11.2 | -23.0 | 15.0 | 96.4 | 6.6 | . | -3.2 | 0.9 | 4.2 | 104.2
36. O=S(=O)(Nc1ccc(N2CCCCC2)cc1)c1ccc(F)c(F)c1
    1.2 | -9.0 | 1.6 | 91.2 | 2.9 | -9.6 | -2.3 | -1.5 | 7.8 | 90.2
37. CC(=O)C1C(c2ccc(F)cc2)NC(=O)NC1(O)C(F)(F)F (centres undefined)
    -6.8 | -23.1 | -8.8 | 101.8 | 28.3 | . | -0.8 | 2.6 | 1.6 | 107.4
38. COCCOc1ccc(C(F)(F)F)cc1NC(=O)c1ccccc1F
    -4.6 | -4.2 | -2.7 | 98.3 | 6.0 | -11.5 | -1.7 | -2.1 | 5.1 | 98.0
39. CCOC(=O)N1CCN(C(=O)CCSc2ccc(Cl)cc2)CC1
    . | -30.7 | 6.4 | 100.1 | 3.4 | 13.0 | 0.5 | . | 4.2 | 101.8
40. COc1ccc(N2CCN(C(c3ccccc3OC)c3nnnn3C3CCCC3)CC2)cc1 (centres undefined)
    -1.6 | -50.5 | 6.4 | 87.3 | 16.7 | -2.1 | 0.1 | -3.2 | 10.9 | 82.7
41. O=S(=O)(c1ccccc1)c1nc(-c2ccco2)oc1NCCN1CCOCC1
    -9.8 | -35.6 | -3.6 | 115.4 | 4.1 | 6.4 | -0.3 | -1.0 | 0.9 | 108.9
42. Cc1c(C(=O)O)sc2ncn(C)c(=O)c12
    -13.3 | -13.9 | 0.1 | 97.5 | 3.3 | 9.6 | 1.2 | -1.2 | 3.6 | 106.7
43. C=CCn1c(C)cc(C2=NNC(=NCC)SC2)c1C
    2.3 | -16.2 | 4.2 | 60.5 | 4.2 | -29.2 | -3.1 | -3.4 | 5.0 | 52.9
44. COc1ccc(-n2c(=O)cc(N3CC(C)OC(C)C3)[nH]c2=O)cc1 (centres undefined)
    -8.4 | -3.1 | -2.1 | 94.3 | 3.8 | . | -3.6 | -0.5 | -2.6 | 104.4
45. Cc1ccc(NCc2nnc(SCC(=O)OC3CCCCC3)o2)c(C)c1
    -4.7 | -37.9 | -3.0 | 86.1 | 9.8 | . | -3.2 | -3.6 | -1.3 | 84.3
46. COc1cccc(Nc2ncnc3c2cnn3C)c1
    -21.2 | -6.0 | 0.8 | 97.0 | 3.7 | 4.8 | -0.5 | 0.7 | 2.4 | 104.0&98.1
47. O=C(CN1CCC(c2nc3ccccc3s2)CC1)NCc1ccccc1
    . | -29.7 | 0.5 | 33.5 | 14.0 | -24.6 | -4.9 | . | 9.2 | 40.1
48. Nc1ccc(N2CCN(C(=O)c3ccco3)CC2)cc1
    -11.3 | -20.2 | 0.9 | 98.2 | 59.7* | 0.3 | -3.7 | . | 1.7 | 98.9
49. COC(=O)COc1ccc(S(=O)(=O)Nc2ccc(NC(C)=O)cc2)cc1C
    -3.2 | -12.4 | 2.0 | 97.3 | 13.4 | -29.6 | 1.1 | -0.5 | 1.6 | 91.7
50. CC(C)CN1CN(S(=O)(=O)c2cccs2)c2nc3ccccc3nc21
    -6.5 | -32.2 | 0.7 | 87.3 | 6.6 | -3.1 | -2.7 | 1.1 | 6.9 | 74.5
